# CHO parental Ca = ATP-evoked calcium signal inhibitors, parental CHO, primary screen, counter-screen for OX1R antagonist project, cell-based, fluorescence, Fluo-8 calcium dye. parental CHO-K1, ATP-induced calcium, Fluo-8 fluorescence. hit rate 0.63% among 330,000. inhibition, % at 5.6 µM;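 active = inhibition above that plate's mean sample inhibition plus 3 SD, cut at about 26% in these data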;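 also: 0% = ATP-challenged DMSO wells and 100% = DMSO wells without ATP; some compounds past the cut are filed as inactive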
#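 Material: parental CHO cells / Compound: single nominal dose of 5.6 µM per compound / Signal: Fluo-8 fluorescence / Replicates: singlicate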
# M1 antag = human M1 muscarinic receptor antagonists, primary screen, CHO-K1 cells, Fluo-8 calcium fluorescence, 1536-well; Muscarinic acetylcholine receptor M1 (Homo sapiens), P11229; CHO-K1 hM1, ACh EC80 antagonist; inhibition, % at 3 µM; hit rate 1.3% among 360,000;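 active = percent inhibition above its own plate's cutoff, namely the mean of that plate's compound wells plus 3 SD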;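 also: peak over basal fluorescence ratio during 140 s after agonist addition; 0% = ACh EC80 plus DMSO and 100% = DMSO alone without agonist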
# TAAR1 agonist = human TAAR1 agonists, primary screen, Fluo-8 calcium fluorescence, CHO RD-HGA16 cells. Trace amine-associated receptor 1 (Homo sapiens), Q96RJ0. vehicle wells 0%, saturating PEA agonist 100%. activation, % at 3 µM. hit rate 0.99% among 360,000;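 active = activation above the mean activation of all test compounds in the run plus 3 SD, cut at about 38% in these data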
# Target sequence (Q96RJ0 whole entry, looked up): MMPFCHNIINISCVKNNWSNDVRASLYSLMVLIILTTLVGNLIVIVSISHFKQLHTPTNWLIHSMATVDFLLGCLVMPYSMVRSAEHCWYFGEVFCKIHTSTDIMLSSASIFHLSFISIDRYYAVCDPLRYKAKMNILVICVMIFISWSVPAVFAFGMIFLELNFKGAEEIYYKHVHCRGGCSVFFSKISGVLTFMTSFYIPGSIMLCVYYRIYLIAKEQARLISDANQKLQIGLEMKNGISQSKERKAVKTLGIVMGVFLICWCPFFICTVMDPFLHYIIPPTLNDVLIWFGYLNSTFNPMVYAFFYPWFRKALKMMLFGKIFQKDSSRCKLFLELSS
#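 System: CHO-derived RD-HGA16 cells with stable Gα16 and human TAAR1 / Times: 17-24 h plating, Fluo-8 75 min 37 °C, 30 min RT / Technique: calcium-sensitive Fluo-8 signal, excitation 470-495, emission 515-575 nm / Measure: % activation relative to PEA EC100 response / Benchmarks: DMSO and PEA EC100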
# CHRM1 agonist = human M1 muscarinic receptor agonists, primary screen, Fluo-8 calcium fluorescence, CHO-K1 cells, HTS; Muscarinic acetylcholine receptor M1 (Homo sapiens), P11229; CHO-K1 hM1, agonist mode; 0% DMSO, 100% acetylcholine EC100; activation, % at 3 µM; hit rate 0.33% among 360,000; AID 588814, 2011;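 active = activation above the run's mean compound activation plus 3 SD, cut at about 16% in these data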;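 also: peak over basal fluorescence ratio within a 140 s kinetic read after compound addition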
# CHO-K1 Ca antag = counter-screen for M1 antagonists: effect in parental CHO-K1 cells; inhibition, % at 3 µM; ATP-induced calcium, Fluo-8 fluorescence; hit rate 0.6% among 360,000;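 active = inhibition above a per-plate cutoff, the plate's mean sample inhibition plus 3 SD, cut at about 24% in these data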;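 also: 0% = DMSO plus EC80 ATP and 100% = DMSO alone without ATP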
# M1 ag parental = counter-screen for M1 agonists: effect in parental CHO-K1 cells | Fluo-8 calcium fluorescence; scaled to maximal ATP response, vehicle zero | activation, % at 3 µM | hit rate 0.48% among 360,000 | AID 602248, 2012; in the data active = activation above about 15%;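 also: untransfected CHO-K1 host cells lacking M1 receptor as counterscreen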
# OXTR potentiator = human OXTR potentiators, primary screen, fluorescence, CHO-OTR cells, Fluo-8 calcium | Oxytocin receptor (Homo sapiens), P30559 | Fluo-8 calcium fluorescence, potentiator mode; 0% = oxytocin EC15, 100% = EC100 | activation, % at 3 µM | hit rate 0.061% among 320,000;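 active = activation above that plate's cutoff, the mean activation of tested compounds plus 3 SD, cut at about 6.6% in these data, passing the limit was not always enough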;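 also: 100% uses oxytocin at 75 nM as the full agonist control; some results filed as inactive read as strong as hits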
# Target sequence (P30559 whole entry, looked up): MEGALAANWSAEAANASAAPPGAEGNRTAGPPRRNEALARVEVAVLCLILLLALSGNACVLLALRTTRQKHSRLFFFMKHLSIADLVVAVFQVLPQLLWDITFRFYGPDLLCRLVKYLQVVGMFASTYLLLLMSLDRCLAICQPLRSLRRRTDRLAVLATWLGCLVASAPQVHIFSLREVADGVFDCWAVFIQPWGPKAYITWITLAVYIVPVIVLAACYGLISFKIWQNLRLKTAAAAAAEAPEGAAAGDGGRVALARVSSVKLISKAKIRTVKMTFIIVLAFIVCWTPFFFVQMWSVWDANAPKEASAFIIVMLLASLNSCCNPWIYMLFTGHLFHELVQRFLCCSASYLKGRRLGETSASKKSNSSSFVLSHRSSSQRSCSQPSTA
#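 Assay system: CHO cell line stably expressing human OTR. Reagent: EC15 oxytocin agonist. Dosing: single dose, 3.0 µM nominal final compound concentration. Timing: compound 6 min at room temperature before oxytocin, 100 s read. Signal: kinetic Fluo-8 calcium fluorescence. Controls: oxytocin EC15 low and EC100 high.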
# M1 PAM parental = nonselective calcium activators in parental CHO-K1 cells, primary screen, counter-screen for M1 PAM project, cell-based, Fluo-8 calcium fluorescence, full deck, 1536-well. hit rate 0.02% among 360,000. ATP EC20; 0% at ATP EC20, 100% at ATP max. activation, % at 3 µM. AID 602247, 2012;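 active = activation above the run cutoff, the mean activation of all test compounds plus 3 SD, cut at about 40% in these data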;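 also: peak over basal fluorescence ratio in a 140 s read after ATP addition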
# TAAR1 antag = human TAAR1 antagonists, primary screen, Fluo-8 calcium fluorescence, CHO RD-HGA16 cells. antagonist. AID 624466, 2012. inhibition, % at 3 µM. hit rate 1.5% among 360,000. Trace amine-associated receptor 1 (Homo sapiens), Q96RJ0;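 active = inhibition above a per-plate cutoff, the mean inhibition of test compounds on that plate plus 3 SD, cut at about 49% in these data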;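 also: 0% = DMSO plus EC80 beta-PEA response and 100% = DMSO alone without agonist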
#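 Test system: hTAAR1-expressing CHO RD-HGA16 cells, Gα16-coupled; Probe or stimulus: EC80 β-phenethylamine stimulus; Compound dosing: single nominal final test compound concentration of 3 µM; Timing: 140 s kinetic read after compound, 140 s after agonist; Signal: Fluo-8 calcium-sensitive fluorescence; Measure: % inhibition of agonist calcium response; Controls: DMSO and EC80 PEA controls.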
# Active calls of the source: *; / = no result given. An excerpt. The share of hits here may be higher or lower than overall.
SMILES,CHO parental Ca,M1 antag,TAAR1 agonist,CHRM1 agonist,CHO-K1 Ca antag,M1 ag parental,OXTR potentiator,M1 PAM parental,TAAR1 antag
C[C@]12CCC3C(CC[C@H]4C[C@H](O)CC[C@]34C)C1C[C@H](O)[C@@H]2O (stereo partly drawn),0,10,18,4,-12,6.9,-8,-2,60*
CC(=O)c1cccc(OCC(=O)N2CCN(CC(=O)Nc3cccc(F)c3)CC2)c1,-11,-1,1,-3,-10,0.2,-1,11,7
COc1ccc(C(C)=O)cc1CC(C(=O)c1ccc(C)c(C)c1)N(C)C (stereo not drawn),-28,0,2,-7,-3,0.8,8,13,-4
Cc1ccc(-n2c(-c3ccc([N+](=O)[O-])cc3)nc3ccccc3c2=O)cc1,-21,-3,0,-10,-14,3.6,9,21,18
CCC(C#N)(CC)P(=S)(c1ccccc1)c1ccccc1,-30,-10,13,-9,-16,0.2,-8,15,19
C[C@H](O)[C@H]1CC[C@H]2[C@@H]3CCC4=CC(=O)CC[C@]4(C)[C@H]3CC[C@]12C,-11,-18,2,-4,8,3.2,-4,7,21
CCCCCn1c(=O)c(C(=O)Nc2c(C)n(C)n(-c3ccccc3)c2=O)c(O)c2ccccc21,-5,-25,-1,-6,10,0.2,3,7,-10
Cc1ccc(-n2c(=S)[nH]c3ccccc3c2=O)cc1F,/,2,3,-4,-6,2.4,/,15,13
COC(=O)C1=C(c2ccc(Cl)c(C(F)(F)F)c2)C[C@@H]2CC[C@H]1N2C(=O)NCCOc1ccccc1Cl,-45,5,/,-3,7,-0.5,-7,-20,/
N#CC1c2ccccc2-n2nncc2CN1S(=O)(=O)c1cc(Cl)cc(Cl)c1 (stereo not drawn),/,-12,1,-4,-7,0.8,/,0,-15
O=C1/C(=C/c2ccccc2Cl)N2CCC1CC2,-15,0,0,-2,-6,1.3,2,21,-3
COCCOC(=O)c1c(C)oc2ccc(OC(=O)N(C)C)cc12,-12,-27,13,-2,-9,1.2,-13,16,4
O=C1CC(=O)N(c2ccc(Cl)cc2)C(=O)N1,6,-6,1,-3,-2,0.7,-10,4,9
Oc1ccc(CC2CC3CCN2CC3)cc1O (stereo not drawn),1,-4,2,-6,-6,-0.1,-6,15,-16
Cn1c(O)c(C=Nc2ccc(Cl)cc2)c(=O)n(C)c1=O,6,0,10,-3,1,0.2,-8,-4,-9
O=C1NC(=O)C(=Cc2ccc(Cl)cc2)C(=O)N1,/,/,1,/,8,0.5,/,-12,-16
COc1ccc(S(=O)(=O)Cc2ccc(C(=O)N3CCC4(CC3)OCCO4)o2)cc1,-12,3,2,-4,2,0.3,-7,4,9
O=C1CCCN1c1ccc(S(=O)(=O)O)cc1 (tested in a mixture with another compound),-9,1,5,-5,-9,0.1,-6,4,-2
N[C@@H](Cn1oc(=O)[nH]c1=O)C(=O)O,-3,-33,2,0,16,0.5,-2,-8,-2
O=c1[nH]c(=O)n(Cc2ccccc2)c(O)c1C=Nc1ccc(CN2CCOCC2)cc1,-18,6,10,-4,-4,2.6,-13,-5,7
O=c1[nH]c(=O)n(Cc2ccccc2)c(O)c1C=NCCN1CCNCC1,-7,33*,4,-12,-13,0.5,-2,2,-32
CCCCCCn1c(O)c(C=NC2CCN(Cc3ccccc3)CC2)c(=O)[nH]c1=O,-2,5,4,-5,3,-0.2,-9,11,11
Cc1c2cnn(CC(=O)N3CCC4(CC3)OCCO4)c(=O)c2c(C)n1Cc1ccccc1F,-18,-14,9,-1,10,-0.6,-11,7,-6
Cc1ccc(CN2CCCN(Cc3ccc(C)cc3)S2(=O)=O)cc1,13,-2,0,-4,1,0.7,-8,14,10
Cc1ccc2nc3c(cc2c1)CC1(C(=O)N(C)C(=O)N(C)C1=O)C1COCCN31 (stereo not drawn),1,-7,2,-2,-10,0.0,0,15,8
Cn1cccc1/C=C1\C(=O)NC(=O)N(CCC2=CCCCC2)C1=O,/,-7,1,-5,10,-0.5,/,-2,14
Cc1cccc(NC(=O)N2CC3CC(C2)c2cccc(=O)n2C3)c1 (stereo not drawn),-3,-16,2,0,-7,1.6,-9,6,-33
O=P(/C(=N/O)N1CCCCC1)(N1CCOCC1)N1CCOCC1,18,-33,13,0,-5,-0.2,-11,-8,-10
CCCCCn1c(=O)c(C(=O)Nc2cccc(C)c2)c(O)c2ccccc21,-8,-5,1,-4,-2,0.7,-9,-1,3
COc1ccc(CNC(=O)/C=C/c2ccc3[nH]cc(CCN(C)C)c3c2)cc1,0,-41,0,-6,-8,0.0,-8,17,-2
O=C(Cn1c(=O)n(CC2CS2)c2ccccc21)N1CCCCC1 (stereo not drawn),-14,-2,4,-5,-5,0.1,5,20,-12
COc1ccc(-n2c(O)c(C(C)=NCC3CCCO3)c(=O)[nH]c2=O)cc1 (stereo not drawn),0,-12,1,-1,-7,0.1,0,15,-40
O=c1[nH]c(=O)n(Cc2ccc(F)cc2)c(O)c1C=NCCN1CCCCC1,-16,7,11,-6,5,8.0,-5,11,-4
COc1cc(O)cc2c1C(=O)O[C@@H](C)CCCC(=O)CCCCC2,-19,-18,62*,-2,-17,2.1,-9,-2,19
COc1cccc(N2C(=O)NC(=O)/C(=C/c3ccc([N+](=O)[O-])s3)C2=O)c1,-4,-17,2,0,-4,1.5,-7,-9,-3
COc1ccc(C2C(C#N)=C(N)Oc3c2c(=O)oc2ccccc32)cc1Cn1cc([N+](=O)[O-])cn1 (stereo not drawn),-9,-1,4,0,-4,3.8,-3,23,-12
CCC(c1nnnn1C1CCCC1)N1CCC2(CC1)C(=O)NCN2c1ccccc1 (stereo not drawn),/,2,1,-5,7,0.4,/,9,-5
CC(=O)OC1C=CC2[C@H]3Cc4ccc(O)c5c4[C@@]2(CCN3C)C1O5 (stereo partly drawn),-12,-2,8,-6,-12,0.1,-5,9,-14
Fc1ccccc1CN1CCN(c2ccc(Cl)cc2)CC1,-9,-14,-3,-2,-5,1.4,-16,2,-4
CCC1(CCC(C)C)C(=O)NC(=O)N(c2ccccc2)C1=O (stereo not drawn),/,/,-2,/,-23,1.8,/,21,-24
Cc1ccc(-c2nc3ccccc3c(=O)n2-c2ncccc2C)cc1,-18,-4,1,-7,-2,0.3,-15,7,3
CCc1cc2c(s1)NC(=O)CN=C2c1cccs1,-15,-12,8,-1,-6,0.0,0,15,7
COc1cc(CC2(CCc3ccncc3)C(=O)NC(=O)NC2=O)cc(OC)c1OC,4,0,3,-6,6,0.7,-6,-2,0
Cc1ccc(CN2C3CCCC2CC(NC(=O)Nc2cccc(F)c2)C3)cc1 (stereo not drawn),3,38*,13,-5,-6,6.8,-14,10,5
COc1ccccc1NC(=O)COC(=O)c1cn(C)c2ccccc12,-3,9,4,-5,19,0.9,-2,-20,29

# Looked up by structure from the list above, three records:
SMILES,CHO parental Ca,M1 antag,TAAR1 agonist,CHRM1 agonist,CHO-K1 Ca antag,M1 ag parental,OXTR potentiator,M1 PAM parental,TAAR1 antag
CCCCCCn1c(O)c(C=NC2CCN(Cc3ccccc3)CC2)c(=O)[nH]c1=O,-2,5,4,-5,3,-0.2,-9,11,11
COc1cccc(N2C(=O)NC(=O)/C(=C/c3ccc([N+](=O)[O-])s3)C2=O)c1,-4,-17,2,0,-4,1.5,-7,-9,-3
COCCOC(=O)c1c(C)oc2ccc(OC(=O)N(C)C)cc12,-12,-27,13,-2,-9,1.2,-13,16,4

# The list goes on.
SMILES,CHO parental Ca,M1 antag,TAAR1 agonist,CHRM1 agonist,CHO-K1 Ca antag,M1 ag parental,OXTR potentiator,M1 PAM parental,TAAR1 antag
COC(=O)c1ccc(CC(C(=O)c2ccccc2)N(C)C)cc1 (stereo not drawn),-15,-8,-3,-10,-12,0.3,0,13,-5
COc1cccc(C2CCN(C)C2)c1 (stereo not drawn),/,-4,37,29*,-7,0.9,/,16,-9
COc1ccccc1NC(=O)c1cn(CCC#N)nc1-c1cccc(Cl)c1,/,-5,12,0,-38,1.6,/,19,5
CCCCCCC(=O)c1c(O)n(-c2ccccc2OC)c(=O)[nH]c1=O (tested in a mixture with another compound),-9,0,1,-4,2,9.3,-3,17,-36
CCOC(=O)Cn1cc([N+](=O)[O-])nc1[N+](=O)[O-],0,-6,2,-1,-14,0.4,-3,10,3
COC(=O)C1=C(c2cccc(OCc3ccccc3)c2)C[C@@H]2CC[C@H]1N2C(=O)NCc1ccc([N+](=O)[O-])cc1,-19,21,7,-13,-1,0.0,-1,-10,-3
CC1(C)CCCN1CCC(C(N)=O)(c1ccccc1)c1ccccc1,/,99*,1,-8,-17,1.7,/,26,-10
C/C=C1\CN2[C@H]3C[C@@]45c6ccccc6N(C)[C@H]4[C@@H]2CC1C3[C@H]5O (stereo partly drawn),-8,-7,-1,-14,-6,0.5,0,5,6
CC12CC(=O)C3C(CCC4CC=CCC43C)C1CCC2=O (stereo not drawn),/,-3,-2,-1,-9,0.3,/,-4,-8
NC(Cc1ccc(O)cc1)C(=O)NN=Cc1ccc(N(CCCl)CCCl)cc1 (stereo not drawn),/,-7,2,-3,3,1.4,/,33,-16
CCc1ccc(CNCCc2c[nH]c3ccccc23)cc1,6,-9,33,2,1,4.5,-6,9,-1
CN1CCN(Cc2cn3cccnc3n2)CC1,5,9,0,-3,-6,0.8,10,1,3
Cc1ccc(N2C(=O)NC(=O)/C(=C/c3ccc(-c4ccc(C(=O)O)c(Cl)c4)o3)C2=O)cc1,-6,-5,9,-5,-19,2.4,5,28,-6
COC(=O)N(C)c1ccc(C(O)(C(=O)OC)C(F)(F)F)cc1 (stereo not drawn),-4,-1,10,-5,-5,0.8,-4,1,0
CCCCCCC(=O)c1c(O)n(-c2ccccc2OC)c(=O)[nH]c1=O,3,-4,1,-6,0,0.8,-16,-3,3
CC(=O)OC(C)(C)/C=C/C(=O)C(C)(O)C1C(O)CC2(C)C3CC=C4C(CC(O)C(=O)C4(C)C)C3(C)C(=O)CC12C (stereo not drawn),/,-39,0,-5,-13,1.9,/,24,-3
COc1ccc(NC(=O)N2Cc3ccccc3-n3nncc3C2)cc1,/,-19,1,-1,-14,0.6,/,15,-2

# Assay outcomes (PubChem)
